Assay outcomes (PubChem BioAssay)
FadD28 FP inh: inhibitors of Mycobacterium tuberculosis FadD28 bisubstrate binding. FadD28 bisubstrate probe binding, fluorescence polarization. inhibition, % at 12.5 µM. 360,000 compounds, 0.22% hits; in the data active = inhibition above about 8.5%, passing the limit was not always enough; inconclusive = no clear call, values can overlap the other calls
BoNT-A LC inh2: inhibitors of Botulinum neurotoxin A light chain protease; multiplex microsphere protease substrate cleavage, flow cytometry; inhibition, % at 10 µM; 360,000 compounds, 0.17% hits; AID 588499; note: plate controls were buffer without enzyme for full effect and enzyme alone for no effect
BoNT-F LC inh: inhibitors of Botulinum neurotoxin F light chain protease; 360,000 compounds, 0.22% hits; inhibition, % at 10 µM; Multiplex microsphere protease cleavage assay, flow cytometry; in the data active = inhibition above about 35%, passing the limit was not always enough; inconclusive = no clear call, values can overlap the other calls; note: plate controls were buffer without enzyme for full effect and enzyme alone for no effect
PfHsp40 rescue: rescue of PfHsp40-mediated yeast toxicity. S. cerevisiae expressing PfHsp40, growth rescue, ATP luminescence. growth rescue, % at 12.5 µM. 340,000 compounds, 0.68% hits. AID 504582; in the data active = growth rescue above about 28%, passing the limit was not always enough; inconclusive = no clear call, values can overlap the other calls;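 note: yeast W303a lacking pdr1 and pdr3 grown in galactose medium; growth measured after three days at 30 °C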
Mtb UGM inh: inhibitors of M. tuberculosis UDP-galactopyranose mutase | P9WIQ1 | purified UGM, fluorescence polarization probe displacement | inhibition, % at 10 µM | 320,000 compounds, 0.06% hits | AID 504406; in the data active = inhibition above about 10%, passing the limit was not always enough; inconclusive = no clear call, values can overlap the other calls
GDH-TPI inh: inhibits GDH-TPI coupling enzymes, artifact for Mtb FBA screen. GDH-TPI coupled enzyme counterscreen, NADH absorbance. 360,000 compounds, 1.2% hits. AID 588335. inhibition, % at 4.8 µM; in the data active = inhibition above about 30%;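 note: 0% = DMSO wells and 100% = wells lacking the enzyme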
Anthrax LF prot: inhibitors of Bacillus anthracis lethal factor protease; AID 588501; 360,000 compounds, 0.12% hits; P15917; inhibition, % at 10 µM; multiplex microsphere protease cleavage assay, LF; note: plate controls were buffer without enzyme for full effect and enzyme alone for no effect
Target sequence (P15917 whole entry, looked up): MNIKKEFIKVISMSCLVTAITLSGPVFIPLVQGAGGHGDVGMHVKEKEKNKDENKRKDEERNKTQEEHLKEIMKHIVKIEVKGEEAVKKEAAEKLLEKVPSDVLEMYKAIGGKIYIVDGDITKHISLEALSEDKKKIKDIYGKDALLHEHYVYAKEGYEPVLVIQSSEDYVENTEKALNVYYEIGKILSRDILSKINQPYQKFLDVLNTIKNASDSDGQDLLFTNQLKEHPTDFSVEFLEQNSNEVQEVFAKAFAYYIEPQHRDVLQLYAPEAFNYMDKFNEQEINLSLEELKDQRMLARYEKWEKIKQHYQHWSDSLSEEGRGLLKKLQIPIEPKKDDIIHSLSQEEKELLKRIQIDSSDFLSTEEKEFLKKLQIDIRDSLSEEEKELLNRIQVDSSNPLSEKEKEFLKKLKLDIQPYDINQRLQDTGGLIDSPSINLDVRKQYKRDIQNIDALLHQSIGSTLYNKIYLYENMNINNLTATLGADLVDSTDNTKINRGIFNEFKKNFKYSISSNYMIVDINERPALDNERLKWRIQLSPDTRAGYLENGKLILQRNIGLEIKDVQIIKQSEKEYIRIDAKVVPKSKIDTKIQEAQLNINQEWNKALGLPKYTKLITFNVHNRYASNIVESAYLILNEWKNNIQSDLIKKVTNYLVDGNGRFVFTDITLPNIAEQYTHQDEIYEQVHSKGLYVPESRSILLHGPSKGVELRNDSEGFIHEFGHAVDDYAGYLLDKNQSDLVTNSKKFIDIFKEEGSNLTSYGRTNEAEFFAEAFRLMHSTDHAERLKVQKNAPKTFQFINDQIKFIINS
FBA Mtb inh: Mtb fructose-bisphosphate aldolase inhibition; P9WQA3; purified M. tuberculosis FBA, fluorescence read-out; inhibition, % at 1 µM; 360,000 compounds, 2.3% hits; AID 588726; in the data active = inhibition above about 27%;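 note: 0% = vehicle and 100% = reference inhibitor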
Target sequence (P9WQA3 whole entry, looked up): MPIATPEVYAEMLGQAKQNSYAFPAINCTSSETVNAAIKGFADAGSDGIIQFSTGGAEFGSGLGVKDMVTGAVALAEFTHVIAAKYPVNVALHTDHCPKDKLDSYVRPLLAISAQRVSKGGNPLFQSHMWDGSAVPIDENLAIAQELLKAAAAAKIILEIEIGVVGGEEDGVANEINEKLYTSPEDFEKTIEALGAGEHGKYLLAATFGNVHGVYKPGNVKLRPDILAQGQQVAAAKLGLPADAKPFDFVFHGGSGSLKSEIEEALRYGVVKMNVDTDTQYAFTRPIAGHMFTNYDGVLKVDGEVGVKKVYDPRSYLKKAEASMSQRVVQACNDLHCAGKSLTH
BioA inh: blocks M. tuberculosis BioA enzyme activity | purified M. tuberculosis BioA enzyme, plate reader | inhibition, % at 9.99 µM | 360,000 compounds, 0.096% hits | AID 602481; in the data active = inhibition above about 40%; inconclusive = no clear call, values can overlap the other calls
Numbers without * were called inactive; ? = inconclusive; · = no result given. Cut-off read from the data, not from the text of the source, unless noted: active = inhibition above about 30%; inconclusive = no clear call, values can overlap the other calls; inactive = below that.

SMILES	FadD28 FP inh	BoNT-A LC inh2	BoNT-F LC inh	PfHsp40 rescue	Mtb UGM inh	GDH-TPI inh	Anthrax LF prot	FBA Mtb inh	BioA inh
O=C(c1cccnc1)N1c2ccccc2Sc2ccccc21	-1.8	-1.3	2	-1.1	1.5	-1	-4	4	·
Cc1ccc(S(=O)(=O)N(C)C)cc1NC(=O)COC(=O)C1COc2ccccc2O1 (stereo unspecified)	0.9	-0.6	11	-1.2	-4.5	3	-4	3	-0.6
O=C(N/N=C/c1cccc(Br)c1)c1ccc(N2CCCC2=O)cc1	-1.8	-0.7	2	-0.5	-0.5	5	0	-4	-0.7
COCCNC(=S)N/N=C(\C)c1ccc(O)cc1	-2.3	-0.2	-13	-0.4	0.8	13	-2	-2	0.3
CCc1nnc(NC(=O)CSc2nnc(CNc3ccc(C)cc3)n2C)s1	1.1	-1.4	-15	0.2	4.5	-1	2	5	-1.0
Cc1ccc(COc2ccc3c(c2)OCO3)cc1	-4.4	-1.7	-9	-1.0	1.4	-6	1	0	-0.1
Clc1cccc(-c2ccc(CNCCCN3CCOCC3)o2)c1	-1.2	-0.5	-7	-0.4	-0.5	3	0	1	·
Cc1nnc(SCC(=O)N2CCCCC2)s1	0.4	-0.1	11	0.7	0.5	8	-3	-1	-0.6
O=C(CCC1CCCN(Cc2cccc3c2OCO3)C1)NCc1ccc(F)c(F)c1 (stereo unspecified)	0.9	-0.6	-7	1.1	-1.5	7	-2	0	·
COc1cccc([C@@H]2CC=C(C(=O)O)[C@H](c3ccccc3F)N2S(=O)(=O)c2ccc(C)cc2)c1	-0.1	-0.3	-6	19	0.2	5	-6	7	-0.5
O=C(COC(=O)C1CC1)Nc1ccc(Cl)cc1Cl	·	-1.7	-1	0.6	2.9	8	-2	4	-6.5
COc1ccc(Cn2ccnc2SCC(=O)Nc2ccc(F)cc2F)cc1	-3.6	-0.5	-9	·	·	-1	-5	-1	1.6
O=C(NC1CCCc2ccccc21)c1ccccc1 (stereo unspecified)	-1.7	-0.7	-3	-0.8	-4.3	2	1	-1	·
CC(Cl)C(=O)N1c2ccccc2CCc2ccccc21 (stereo unspecified)	-2.7	-1.3	-17	-0.3	1.2	-16	0	-2	-0.4
CC1Sc2ccc(S(=O)(=O)N3CCC(C(=O)N4CCN(C)CC4)CC3)cc2NC1=O (stereo unspecified)	-0.5	-0.7	-1	-1.0	0.1	13	0	3	2.4
Clc1cccc(N2Cc3cc(-c4ccccc4)ccc3-n3nncc3C2)c1	-4.1	-0.3	1	·	·	·	-2	-1	8.3
Cc1nnc(CN(C)C(=O)c2cc(COc3ccc(F)cc3Cl)on2)o1	-0.8	0.9	3	-0.6	-1.3	-7	0	0	5.8
COc1ccc(CCNC(=O)c2cc3c(=O)n4ccccc4nc3n(CC3CCCO3)c2=N)cc1 (stereo unspecified)	-5.1	1.1	-1	-0.7	·	16	1	15	0.3
Cn1c(SCC(=O)N2CCc3ccccc32)nnc1C1CC1	-0.3	-2.2	-22	-1.4	-1.2	-4	-2	1	-4.6
O=C(CC[C@H]1O[C@@H](n2ccc(=O)[nH]c2=O)[C@H](O)[C@@H]1O)N[C@H](Cc1ccccc1)C(=O)NCC1CCCCC1	2.1	-9.9	-58	·	·	·	-28	0	-1.0
CN(Cc1cc2ccccc2[nH]c1=O)S(C)(=O)=O	-0.5	-1.0	-1	0.3	0.9	11	?	3	-0.7
COc1ccc(Cc2nnc(NC(=O)C(C)C)s2)cc1	-4.9	-1.1	?	-1.9	0.6	-6	-11	-2	9.0
CN(C(=O)c1ccc2c(c1)OCO2)C1(C)CCS(=O)(=O)C1 (stereo unspecified)	-1.2	-2.2	-11	0.7	3.0	-4	-1	4	0.9
O=C(c1cc(-c2ccccc2)on1)N1CCCCCC1	0.6	1.7	13	-1.3	-1.2	3	6	1	·

Three entries drawn at random from those above:
SMILES	FadD28 FP inh	BoNT-A LC inh2	BoNT-F LC inh	PfHsp40 rescue	Mtb UGM inh	GDH-TPI inh	Anthrax LF prot	FBA Mtb inh	BioA inh
COc1ccc(CCNC(=O)c2cc3c(=O)n4ccccc4nc3n(CC3CCCO3)c2=N)cc1 (stereo unspecified)	-5.1	1.1	-1	-0.7	·	16	1	15	0.3
CN(Cc1cc2ccccc2[nH]c1=O)S(C)(=O)=O	-0.5	-1.0	-1	0.3	0.9	11	?	3	-0.7
CC1Sc2ccc(S(=O)(=O)N3CCC(C(=O)N4CCN(C)CC4)CC3)cc2NC1=O (stereo unspecified)	-0.5	-0.7	-1	-1.0	0.1	13	0	3	2.4

A different layout for some results above:
Values in the order: FadD28 FP inh | BoNT-A LC inh2 | BoNT-F LC inh | PfHsp40 rescue | Mtb UGM inh | GDH-TPI inh | Anthrax LF prot | FBA Mtb inh | BioA inh
- CN(Cc1cc2ccccc2[nH]c1=O)S(C)(=O)=O
→ -0.5 | -1.0 | -1 | 0.3 | 0.9 | 11 | ? | 3 | -0.7
- CN(C(=O)c1ccc2c(c1)OCO2)C1(C)CCS(=O)(=O)C1 (stereo unspecified)
→ -1.2 | -2.2 | -11 | 0.7 | 3.0 | -4 | -1 | 4 | 0.9

Next entries
SMILES	FadD28 FP inh	BoNT-A LC inh2	BoNT-F LC inh	PfHsp40 rescue	Mtb UGM inh	GDH-TPI inh	Anthrax LF prot	FBA Mtb inh	BioA inh
CC(=O)N/C(=C\c1ccccc1)C(=O)OC(C)C(=O)Nc1ccccc1F (stereo unspecified)	-2.8	-0.2	-4	-0.4	-1.2	-2	1	-2	-1.3
Cc1cc(C)c(S(=O)(=O)Nc2c(C)n(C)n(-c3ccccc3)c2=O)cc1[N+](=O)[O-]	-3.1	1.2	19	-0.4	-0.4	-9	-15	1	-0.2
COc1ccccc1CNc1cc(C)ccn1	-0.2	1.4	14	0.1	0.8	10	0	-1	1.1
CCOC(=O)Nc1ccc(C)cc1C	1.6	-0.8	9	-1.4	1.2	6	-5	4	-0.9
CCCn1nc(C(=O)NNC(=O)c2cccc(C)c2)c2ccccc2c1=O	-4.4	-0.2	-1	1.1	0.2	3	-3	0	-0.9
CCCCN(C(=O)COC(=O)C1(c2ccccc2)CC1)c1c(N)n(CCC)c(=O)[nH]c1=O	-8.1	-0.5	-5	·	·	7	0	-1	-1.0
COc1ccc(/C=C2\C(=O)NCC(=O)N2Cc2ccccc2)cc1	0.1	-0.6	5	-0.7	0.2	0	-12	1	-0.8
Cc1ccccc1C(=O)NC1CCSC1=O (stereo unspecified)	-1.0	0.3	4	-1.5	1.3	21	6	2	-1.0
CNC(=O)Cn1c(=O)n(C)c2ccccc21	0.0	0.5	3	-0.6	-1.0	-3	-1	1	·
CCN(CC)C(=O)CN1CCC(c2nc3cc(C)c(C)cc3[nH]2)CC1	-2.5	-3.6	?	-0.8	-1.2	8	0	0	-0.5
COc1ccc(NC(=O)C2CCCN2C(=O)NC2CCCCC2)cc1 (stereo unspecified)	·	-0.4	3	-0.3	-1.9	4	0	0	-0.2
Cc1cc(C)c2nc(Cl)c(Cl)nc2c1	-1.0	?	?	0.7	3.0	-2	-4	-2	-0.8
COc1ccc(-n2c(SC)nc(O)cc2=O)cc1	-2.6	0.0	-4	0.1	3.2	-7	-2	-1	0.1
CC(C)(C)OC(=O)C[C@@H]1C/C=C\C[C@H](CC(=O)NCCO)C(=O)N[C@@H](Cc2ccccc2)COC1=O	-1.3	0.1	-2	-0.9	-2.6	-3	3	2	-0.7
C=CCn1c(=O)c2ccccc2n2c(SCc3nc4ccccc4s3)nnc12	-2.9	0.2	-1	0.8	0.5	-2	-3	4	-1.0
NC(=O)CSc1nnc(-c2ccco2)n1N	-3.6	-0.9	-4	1.1	0.2	-5	-4	1	-0.1
Cc1ccccc1CN(C)Cc1cc(=O)oc2c(C)c(C)ccc12	-3.7	-2.4	5	0.5	-1.2	3	10	0	-0.2
CC(C)[C@H](NC(=O)N1CCn2c1nc1ccccc12)C(=O)NCc1ccccc1Cl	-1.1	-0.7	-4	0.9	0.3	3	-1	-1	0.7
CCC(CC)C(=O)NCCc1cc2ccc(C)cc2[nH]c1=O	-1.2	-1.6	-8	-1.1	4.4	13	-14	8	-0.6
Cc1ccc(OCCN2C(=O)c3ccccc3C2=O)c([N+](=O)[O-])c1	-2.7	-1.0	2	0.3	-0.3	3	2	-1	·
COCCn1c(CN2CCN(C(=O)c3ccco3)CC2)nc2c1c(=O)n(C)c(=O)n2C	-1.4	0.3	0	-0.1	2.0	3	-2	1	-0.2
CCCN(CC1CC1)c1cc2c(c3c1ccn3C)C1CCC2C1 (stereo unspecified)	1.1	-0.3	-6	·	·	·	-12	0	-0.5
CC(=O)C1=C(C)Nc2ncnn2C1c1cccc(O)c1 (stereo unspecified)	-5.1	0.9	25	-1.3	-1.5	6	4	-1	-1.1
Cc1scc(C(=O)N/N=C/c2ccco2)c1C	-2.8	1.0	4	-0.6	-0.6	1	-2	-1	0.3
Cc1ccc(SCc2noc(C(=O)NC(C)C)c2C(=O)O)cc1C	-5.4	-0.1	-2	-0.7	3.9	-3	-7	-2	1.1
O=C(Nc1nccs1)NC1CCCCC1	-3.9	0.6	-7	-1.5	0.9	-4	16	-4	-0.8
O=C(NCCc1ccccc1)C1CCN(c2ncccn2)CC1	0.2	0.3	1	2.0	1.3	7	6	7	·
O=S(=O)(c1ccc(Cl)cc1)N1CCN(c2nc(C(F)(F)F)nc3ccccc23)CC1	-4.1	0.0	-3	·	·	-7	2	4	0.2
CC(C)(C)OC(=O)NCc1ccc(NC(=O)c2nc[nH]c2C(=O)Nc2cc(Br)ccc2F)cc1	-1.1	0.9	-2	·	·	·	3	-1	-3.3
O=c1c(-c2ccc3c(c2)OCCO3)coc2c(CN3CCOCC3)c(O)ccc12	-3.0	-0.1	1	0.1	-0.3	8	-2	14	0.8
CC(C)=CCc1c(C)nc2ccccc2c1C(=O)O	-0.5	-0.5	-10	-0.7	1.5	7	-4	-2	-1.2
CCOc1ccc(C(=O)Cc2ccccc2)cc1	-1.1	-0.5	4	0.1	·	10	7	-2	·
O=C(c1ccco1)n1nc(-c2ccccc2)nc1NCc1ccco1	0.9	-0.2	-22	0.0	-0.5	-6	-4	3	1.0
Cc1cc(SCC(=O)c2cccs2)nc2ccccc12	-1.6	6.9	23	2.8	2.0	8	3	0	-1.0
C=CC(=O)Nc1ccc(Br)cc1	-3.6	-0.1	-5	-0.1	-2.3	-7	0	3	0.2
COc1ccc2c(c1)c(C(=O)CN1CCN(C)CC1)c(C)n2Cc1ccccc1	-3.9	1.6	0	-0.7	-0.7	6	2	0	22
CCC1CCCCN1CCCNC(=O)CN1C(=O)COc2ccc(S(=O)(=O)N3CCC(C)CC3)cc21 (stereo unspecified)	-4.1	-1.3	1	-0.6	-1.2	-1	-2	-3	-0.2
C1CCc2nnc(C3CC3)n2CC1	-0.9	0.8	1	-1.8	2.9	2	2	3	·
CN(C)N=Nc1ccc(-c2cn(Cc3ccccc3)cn2)cc1	-0.1	-2.5	?	0.5	2.3	21	0	0	0.8
CC(CSc1n[nH]c(=S)s1)c1ccccc1 (stereo unspecified)	-0.7	-0.2	3	?	·	21	-4	3	-2.0
C[C@@H]1CN([C@H](C)CO)C(=O)CCCn2nncc2CO[C@H]1CN(C)Cc1ccc(C(=O)O)cc1	-0.1	-0.2	6	·	·	5	-11	4	-3.5
CCOc1ccc(C2C(C(=O)OC)=CN(C(C)c3ccccc3)C=C2C(=O)OC)cc1 (stereo unspecified)	-0.6	-2.5	-42	-0.6	-1.0	-4	-10	71*	-0.7
COc1ccc(S(=O)(=O)N2CCCCC2c2cc(C(=O)Nc3ccccc3Cl)no2)cc1 (stereo unspecified)	-1.4	0.1	2	·	·	4	-5	-1	0.6
CCc1cc(C(=O)NC2CCCc3c2cnn3-c2ccc(F)cc2F)no1 (stereo unspecified)	-2.2	0.2	1	·	·	-2	-5	5	4.3
CCNC(=S)N(Cc1cc2cc(C)cc(C)c2[nH]c1=O)C1CCCC1	-4.4	0.3	-4	-0.9	0.2	-7	0	-2	·
CCOC(=O)C1CCCN(C(=O)c2ccc(-c3ccccc3)cc2)CC1 (stereo unspecified)	0.7	0.1	-3	·	·	4	3	-3	0.0
O=C(Nc1nnc(C2=COCCO2)o1)c1ccc(Cl)cc1	-2.6	-0.5	2	-1.4	0.7	-2	-1	-4	·

Hits appear at their usual frequency; about 4.7% have a hit in one of these screens.
